D2 antag = D2 dopamine receptor (human) antagonism; P14416; inhibition, % at 10 µM; 340,000 compounds, 2% hits; HEK293 TREx D2 cells, calcium flux, dopamine EC80; in the data active means inhibition above about 30%; further: 0% is about no effect
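Measurement of antagonist activity uses fluorescent calcium dye in inducible HEK293 T-REx D2 cells: 10 s baseline, compound addition with 180 s read, EC80 dopamine addition with a further 180 s read.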
GRP78 ERSR act = ER stress response induction in glioma; U87-MG GRP78 promoter luciferase reporter, 16 h; Potency, µM, without a hit: top-dose activation, usual class: activators; 420,000 compounds, 0.02% hits; further: potency means the concentration at half of the fitted maximal effect; series mostly up to about 76 µM; % of control where 0% means no effect; nearly all actives have a fitted effect of over 35% in size
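Stably transfected U87-MG human glioma cells carrying a GRP78-based luminescent sensor were seeded at 1000 cells/well, pin-dosed with compounds and incubated 16 h. Luciferase reagent was then added, and end-point luminescence was read after 10 min at room temperature.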
Vif-A3F inh = blocks the Vif interaction with APOBEC3F | HeLa A3F-eYFP + Vif (tagged APOBEC3F with the HIV-1 protein that degrades it), YFP fluorescence increase | Potency, µM (highest dose often 46.1 µM), without a hit: at the top dose activity, negative = active | 390,000 compounds, 0.2% hits | AID 602313; further: potency means the concentration at half of the fitted maximal effect; % of control where 0% means no effect; nearly all actives have a fitted effect of over 65% in size
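HeLa cells stably expressing Vif plus C-terminally eYFP-tagged A3F were seeded, incubated overnight at 37 deg C, dosed with compound, incubated overnight again at 37 deg C. Yellow fluorescence (Ex 488/Em 500-530) reported blocked Vif-mediated A3F-eYFP degradation.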
ALOX12 inh = ALOX12 (human) lipoxygenase inhibition; purified 12hLO, xylenol orange hydroperoxide absorbance; Potency, µM (top dose mostly 108 µM), for the others: at the top dose activity change, negative = inhibition, most hits filed as inhibitors; 580,000 compounds, 1.1% hits; P18054; further: potency means the concentration at half of the fitted maximal effect; on the % scale 0 is the no-effect control and ±100 the full control effect
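Purified human 12hLO (150 nM final) in 25 mM Hepes, 0.01% Triton X-100, pH 7.0 was preincubated 15 min at room temperature with compound. Then 40 uM arachidonic acid was added, 30 min. Hydroperoxide was read by Fe-XO absorbance ratio 573/405 nm.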
Vif-A3G inh = blocks the Vif interaction with human APOBEC3G; HeLa A3G-eYFP + Vif (tagged APOBEC3G with the HIV-1 protein that degrades it), YFP fluorescence, overnight; Potency, µM (titrated, usually from 46.1 µM), inactives show top-dose activity, negative = active, usual class: inhibitors; 410,000 compounds, 0.076% hits;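 further: potency means the concentration at half of the fitted maximal effect; on the % scale 0 is the no-effect control and ±100 the full control effect; nearly all actives have a fitted effect of over 60% in size; hits raise eYFP signal because A3G escapes Vif-driven loss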
Target sequence (Q9HC16 whole entry, looked up): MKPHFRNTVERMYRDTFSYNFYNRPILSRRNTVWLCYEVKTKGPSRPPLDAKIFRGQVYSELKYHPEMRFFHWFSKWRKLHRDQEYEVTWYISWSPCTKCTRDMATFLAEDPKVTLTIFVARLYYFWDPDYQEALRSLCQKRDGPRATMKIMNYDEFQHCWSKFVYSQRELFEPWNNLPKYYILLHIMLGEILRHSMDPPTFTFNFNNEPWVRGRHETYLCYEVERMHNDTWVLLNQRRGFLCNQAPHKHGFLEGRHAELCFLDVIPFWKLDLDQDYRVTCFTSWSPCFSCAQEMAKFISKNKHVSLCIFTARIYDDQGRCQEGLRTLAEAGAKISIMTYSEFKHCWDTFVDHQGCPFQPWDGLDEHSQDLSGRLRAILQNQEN
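HeLa cells stably expressing Vif and C-terminally eYFP-tagged A3G, seeded overnight at 37 deg C, then exposed to compound by pintool overnight at 37 deg C. Rise in yellow fluorescence (Ex 488/Em 500-530, Acumen) marks blocked Vif-driven A3G degradation.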
D2 ag = agonists of human D2 dopamine receptor. P14416. HEK293 T-REx D2 cells, calcium flux agonist mode. activation, % at 2 µM. 340,000 compounds, 0.53% hits. AID 485358;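 active means activation over 3 SD above normal in the single-dose calcium agonist read, cut at about 30% in these data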; further: 0% is about no effect
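HEK293 Trex D2 cells, tetracycline-induced, o/n 30 C 5% CO2; no-wash Ca dye, RT 30–90 min; 10-cycle baseline, 23 nl cpd added, kinetic Ca read 180 s; agonist hits = positive Ca response.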
LDHA inh = LDHA (human) enzyme inhibition; activity change, % (values are at about 110 or 230 µM); 480,000 compounds, 0.15% hits; purified LDHA, NADH/diaphorase-resazurin fluorescence; active compounds read low; P00338; in the data active means activity change below about -30%; inconclusive means mostly about -25% to -30%;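 further: plate controls were DMSO wells for no effect and wells without enzyme for full effect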
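Remaining NADH was detected by diaphorase (0.133 mg/mL) converting 37 µM resazurin to fluorescent resorufin, read at 0 and 20 minutes. The preceding 5-minute room-temperature reaction used 2 nM LDHA, 0.2 mM sodium pyruvate and 0.06 mM NADH at pH 7.4.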
RGS4 inhibitor = human RGS4 inhibition | P49798 | Transcreener GDP fluorescence polarization, RGS4-accelerated GTP hydrolysis | Potency, µM (top dose mostly 114 µM), without a hit: top-dose activity change, negative = inhibition, actives largely listed as inhibitors | 390,000 compounds, 0.039% hits; further: potency means the concentration at half of the fitted maximal effect; on the % scale 0 is the no-effect control and ±100 the full control effect; nearly all actives have a fitted effect of over 75% in size; some results filed as inactive show a strong effect at the top dose
Target sequence (P49798 whole entry, looked up): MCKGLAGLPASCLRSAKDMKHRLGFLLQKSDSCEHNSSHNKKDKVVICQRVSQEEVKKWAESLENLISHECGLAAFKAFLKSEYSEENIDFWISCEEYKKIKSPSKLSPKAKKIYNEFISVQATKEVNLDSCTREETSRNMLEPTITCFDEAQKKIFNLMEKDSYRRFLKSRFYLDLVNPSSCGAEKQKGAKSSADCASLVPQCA
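MLSMR compounds (23 nl, pin-transferred) preincubated 10 min at room temperature with a 500nM (2x) first reagent, then RGS4 at 900nM (2x) plus Transcreener GDP mix added; fluorescence polarization (620/688 nm) read before and after 90 min at 30 °C.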
ERG-DNA inh = blocks human ERG Ets domain binding to DNA. Potency, µM (top dose mostly 76.9 µM), for inactives: at the top dose FP activity, negative = inhibition, hits mostly inhibitors. fluorescence polarization, His-ERG Ets domain / labelled DNA. 370,000 compounds, 0.028% hits; active means well fitted inhibition curve with a large enough effect in the polarisation, with a control signal flat; inconclusive means small, poorly fitted or top-dose-only effect, or effect the other way, or a change in a side signal; inactive means no such curve, though single readings can be large or run the other way; the % refers to the polarisation;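 further: polarization taken with two DNA probes labelled with fluorescein and Texas red; potency means the concentration at half of the fitted maximal effect; % of control where 0% means no effect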
Target sequence (P11308 whole entry, looked up, the tested form may be a part): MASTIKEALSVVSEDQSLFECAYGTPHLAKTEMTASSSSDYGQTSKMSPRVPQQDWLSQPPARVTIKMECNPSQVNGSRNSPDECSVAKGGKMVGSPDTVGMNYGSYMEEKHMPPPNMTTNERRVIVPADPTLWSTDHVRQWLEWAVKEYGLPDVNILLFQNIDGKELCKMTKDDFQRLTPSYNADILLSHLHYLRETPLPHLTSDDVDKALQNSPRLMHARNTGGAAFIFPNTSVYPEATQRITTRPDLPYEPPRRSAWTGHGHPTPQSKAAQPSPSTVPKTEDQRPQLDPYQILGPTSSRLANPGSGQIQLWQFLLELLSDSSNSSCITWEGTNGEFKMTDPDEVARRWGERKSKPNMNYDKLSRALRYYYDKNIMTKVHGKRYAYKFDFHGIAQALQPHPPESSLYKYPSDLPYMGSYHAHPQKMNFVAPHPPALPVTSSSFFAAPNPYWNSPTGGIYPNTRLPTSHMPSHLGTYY
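His-tagged ERG Ets domain (1 uM in the protein solution; 300mM KCl, 50mM Tris-HCl, 1mM EDTA, 1mM DTT, pH 7.5) received compound, then a probe mix of 5 nM fluorescein-DNA and 100nM Texas-615-DNA. Fluorescence polarization was read for both dyes.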
* hit, by the source's call; [ ] = remark or other dose. Unless noted, the call rests on the fitted dose curve; in most records, active means well fitted curve in the direction sought with a large enough effect; inconclusive means small, poorly fitted or top-dose-only effect, or another doubt; inactive means no such curve, though single readings can be large; an effect the other way counts as inactive or inconclusive.

Screening COc1ccc2oc(=O)c(-c3nc(-c4ccc(C)c(C)c4)cs3)cc2c1 returned GRP78 ERSR act -1.8%, Vif-A3F inh inconclusive, ALOX12 inh -11.7%, Vif-A3G inh -9.3%, D2 ag 1.0, LDHA inh -0.9, RGS4 inhibitor 8.7% and ERG-DNA inh 3.6%.
Screening COc1ccc(C(=O)N2CCCC(c3nc(-c4cccs4)no3)C2)cc1 (configuration not stated) returned D2 antag -14.6, GRP78 ERSR act 0.1%, Vif-A3F inh -1.6%, ALOX12 inh 0.6%, Vif-A3G inh -7.6%, D2 ag -0.1, LDHA inh -17.6, RGS4 inhibitor 18.0% and ERG-DNA inh 17.5%.
COc1ccc(CN2C(=O)C(CC(=O)NCc3ccco3)CC(C(=O)N3CCOCC3)=C2C)cc1 (configuration not stated) was read as GRP78 ERSR act -1.4%, Vif-A3F inh 1.2%, ALOX12 inh -19.8%, Vif-A3G inh -9.9% and LDHA inh -3.4.
Screening O=C(CSc1nnc(-c2ccncc2)n1Cc1ccco1)OC1CCCCC1 returned D2 antag 2.0, GRP78 ERSR act -5.1%, Vif-A3F inh -4.4%, ALOX12 inh -13.9%, Vif-A3G inh 4.2%, D2 ag 6.1, LDHA inh 4.3, RGS4 inhibitor -8.8% and ERG-DNA inh 2.2%.
Screening Cc1cc(C)cc(C(=O)NCC(=O)N2CCN(C(c3ccccc3)c3ccccc3)CC2)c1 returned D2 antag 10.5, GRP78 ERSR act -2.4%, Vif-A3F inh 1.8%, ALOX12 inh -18.3%, Vif-A3G inh -26.7%, D2 ag 1.0, LDHA inh -2.7, RGS4 inhibitor -0.9% and ERG-DNA inh 1.8%.
COc1ccc(CCNC(=O)CSc2nc(C)nc3c2c(=O)n(C)c(=O)n3C)cc1OC was read as D2 antag 2.9, GRP78 ERSR act -5.9%, Vif-A3F inh -9.7%, ALOX12 inh 40.1%[activator], Vif-A3G inh 4.2%, D2 ag 1.1, LDHA inh 0.6, RGS4 inhibitor -4.6% and ERG-DNA inh -5.1%.
`CC1(C)CC(=O)C=C(c2ccc(COC(=O)/C=C/c3ccccc3)cc2)C1=O` gave GRP78 ERSR act -1.5%, Vif-A3F inh -9.7%, ALOX12 inh -25.9%, Vif-A3G inh -8.6% and LDHA inh -2.0.
For CCOc1ccc(NC(=O)c2ccc3[nH]c(C)cc(=O)c3c2)cc1 the results were GRP78 ERSR act -3.0%, Vif-A3F inh 2.0%, ALOX12 inh inconclusive, Vif-A3G inh 2.6%, LDHA inh -19.0, RGS4 inhibitor 30.0% and ERG-DNA inh -6.8%.
`O=C(COC(=O)c1cc(Cl)ccc1O)Nc1ccc2c(c1)OCCO2` gave D2 antag 18.0, GRP78 ERSR act 1.8%, Vif-A3F inh 0.0%, ALOX12 inh 0.0%, Vif-A3G inh 0.8%, D2 ag 0.5, LDHA inh -0.3, RGS4 inhibitor -7.5% and ERG-DNA inh 10.4%.
Screening CCOc1ccc(S(=O)(=O)NC(C)C(=O)NCc2cccnc2)cc1 (configuration not stated) returned D2 antag 13.8, GRP78 ERSR act -1.7%, Vif-A3F inh 10.4%, ALOX12 inh -0.2%, Vif-A3G inh 1.0%, D2 ag 0.1, LDHA inh 1.5, RGS4 inhibitor -21.3% and ERG-DNA inh 5.1%.
For O=C(NNC(=O)C1CCCCC1)c1ccc(Br)cc1 the results were D2 antag 1.4, GRP78 ERSR act 4.4%, Vif-A3F inh 3.2%, ALOX12 inh 2.6%, Vif-A3G inh 0.7%, D2 ag -0.6, LDHA inh -4.7, RGS4 inhibitor 3.6% and ERG-DNA inh 8.1%.
NC(=O)c1cccc(Nc2nc(C(N)Cc3ccc(C(F)(F)F)cc3)cs2)n1 (configuration not stated) was read as GRP78 ERSR act -12.3%, ALOX12 inh -18.0%, Vif-A3G inh -10.2% and LDHA inh -14.3.
`Cc1cc(C)n2nc(SCCOc3ccc(F)cc3)nc2n1` gave D2 antag 7.5, GRP78 ERSR act 2.0%, Vif-A3F inh 8.3%, ALOX12 inh 0.2%, Vif-A3G inh 0.1%, D2 ag 0.0, LDHA inh -7.1, RGS4 inhibitor 10.5% and ERG-DNA inh 9.5%.
`COc1ccc(N2C(N)=C(C#N)C(c3cccnc3)C3=C2CC(C)(C)CC3=O)cc1` (configuration not stated) gave D2 antag 7.5, GRP78 ERSR act -4.0%, Vif-A3F inh 1.1%, ALOX12 inh inconclusive, Vif-A3G inh -21.7%, D2 ag 3.0, LDHA inh 0.5, RGS4 inhibitor -12.3% and ERG-DNA inh 0.7%.
Screening COc1ccc(-n2nnc(-c3nc(-c4cccs4)no3)c2N)cc1OC returned GRP78 ERSR act -0.4%, Vif-A3F inh -3.6%, ALOX12 inh -4.1%, Vif-A3G inh -6.7%, D2 ag 0.8, LDHA inh -3.4, RGS4 inhibitor -5.5% and ERG-DNA inh 9.5%.
COc1ccc2oc(-c3ccccc3)c(C(=O)N(C)C)c2c1 was read as D2 antag 4.9, GRP78 ERSR act -2.1%, Vif-A3F inh 1.6%, ALOX12 inh 9.8%, Vif-A3G inh -9.9%, D2 ag -0.7, LDHA inh 1.4, RGS4 inhibitor 25.3% and ERG-DNA inh -2.3%.
`O=S(=O)(c1ccc(NCc2ccccc2)cc1)N1CCOCC1` gave D2 antag 0.4, GRP78 ERSR act -3.9%, Vif-A3F inh -2.7%, ALOX12 inh 258.4%[activator], Vif-A3G inh 2.4%, D2 ag -0.5, LDHA inh -6.2, RGS4 inhibitor 11.8% and ERG-DNA inh -3.4%.
COc1ccccc1NS(=O)(=O)c1cccc(NC(=O)c2sc3ccccc3c2Cl)c1 was read as D2 antag 0.6, GRP78 ERSR act -6.4%, Vif-A3F inh 11.0%, ALOX12 inh 0.5%, Vif-A3G inh 2.3%, D2 ag 1.3, LDHA inh -5.3, RGS4 inhibitor -10.6% and ERG-DNA inh 20.8%.
`O=C(Nc1ccc(N2CCCC2)cc1)c1ccc([N+](=O)[O-])cc1Cl` gave D2 antag -6.0, GRP78 ERSR act -2.8%, Vif-A3F inh -0.4%, ALOX12 inh inconclusive, Vif-A3G inh -0.4%, D2 ag 0.9, LDHA inh -11.0, RGS4 inhibitor 8.0% and ERG-DNA inh -0.5%.
`COc1cc(C(=O)Nc2ccc(OCc3cc(=O)n4ccc(C)cc4n3)cc2)cc(OC)c1OC` gave GRP78 ERSR act -3.3%, Vif-A3F inh 2.2%, ALOX12 inh -7.0%, Vif-A3G inh 3.2%, D2 ag -0.5, LDHA inh 1.3, RGS4 inhibitor -21.9% and ERG-DNA inh 3.2%.
For Cn1c(SC2C(=O)CC(C)(C)CC2=O)nnc1-c1ccco1 the results were D2 antag -13.4, GRP78 ERSR act -1.8%, Vif-A3F inh -3.6%, ALOX12 inh inconclusive, Vif-A3G inh 0.1%, D2 ag -0.5, LDHA inh 0.3, RGS4 inhibitor -6.3% and ERG-DNA inh -11.7%.
COc1cc(C(=S)N2CCOCC2)cc(OC)c1OS(=O)(=O)c1ccc(Cl)cc1 was read as D2 antag -1.0, GRP78 ERSR act -1.6%, Vif-A3F inh 0.3%, ALOX12 inh inconclusive, Vif-A3G inh 0.6%, D2 ag 0.2, LDHA inh -11.6, RGS4 inhibitor -45.7% and ERG-DNA inh 14.9%.
CCn1nc(C)c(CN2CCCC(C(=O)c3cccc(OC(C)C)c3)C2)c1C (configuration not stated) was read as D2 antag -1.8, GRP78 ERSR act -1.8%, Vif-A3F inh 2.2%, ALOX12 inh -2.4%, Vif-A3G inh 2.2%, D2 ag 0.0, LDHA inh -10.8, RGS4 inhibitor 17.8% and ERG-DNA inh 8.9%.
Screening CCO[C@@H]1c2c(ccc3ccc(=O)oc23)OC(C)(C)[C@@H]1O returned D2 antag 13.2, GRP78 ERSR act -3.9%, Vif-A3F inh 2.6%, ALOX12 inh -2.5%, Vif-A3G inh -0.9%, D2 ag -0.1, LDHA inh -5.0, RGS4 inhibitor 0.1% and ERG-DNA inh -6.3%.
For NNC(=O)CN1C(=O)Nc2ccc(Cl)cc2C1c1ccccc1 (configuration not stated) the results were D2 antag 20.4, GRP78 ERSR act -2.2%, Vif-A3F inh -0.6%, ALOX12 inh 12.5%, Vif-A3G inh -1.1%, D2 ag 0.5, LDHA inh -0.4, RGS4 inhibitor 2.3% and ERG-DNA inh -5.5%.
For Cc1ccc(N(C(=O)c2csnn2)C(C(=O)NC(C)(C)C)c2cccnc2)cc1 (configuration not stated) the results were D2 antag 2.5, GRP78 ERSR act -5.4%, Vif-A3F inh 2.1%, ALOX12 inh 38.6%, Vif-A3G inh 7.8%, D2 ag 1.2, LDHA inh -5.6, RGS4 inhibitor -1.9% and ERG-DNA inh -2.7%.
For O=C(O)/C=C\c1cccc(-n2cnnn2)c1 the results were D2 antag 2.6, GRP78 ERSR act -3.7%, Vif-A3F inh -0.1%, ALOX12 inh -4.0%, Vif-A3G inh 0.9%, D2 ag 0.4, LDHA inh -9.2, RGS4 inhibitor -18.7% and ERG-DNA inh 6.5%.

Bioassay records as filed in PubChem BioAssay.

Only part of the results is shown. The share of hits here may be higher or lower than overall.
